High-throughput results from PubChem BioAssay.
S1P4 antagonist: human S1P4 receptor antagonism. O95977. S1P4-expressing cells, antagonist mode, reporter read-out. inhibition, % at 4.98 µM. 220,000 compounds, 0.26% hits. AID 1510; in the data active = inhibition above about 29%;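 note: 0% = wells stimulated with agonist and 100% = vehicle wells without agonist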
NPY2 pot ag: potentiators or agonists of human neuropeptide Y receptor Y2; activation, % at 3.6 µM; AID 1359; 220,000 compounds, 0.45% hits; cells expressing NPY-Y2, potentiator/agonist read-out; in the data active = activation above about 27%;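 note: cells stimulated with NPY near EC25 plus isoproterenol at EC100; 0% = vehicle plus submaximal agonist and 100% = vehicle plus saturating agonist; some results beyond the cut were filed as inactive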
S1P4 agonist: activates the human S1P4 receptor; O95977; AID 1509; activation, % at 4.98 µM; 220,000 compounds, 0.35% hits; S1P4-expressing cell line, agonist reporter assay; in the data active = activation above about 11%;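 note: 0% = DMSO vehicle and 100% = reference agonist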
NPY-Y1 PAM-ag: potentiators or agonists of human neuropeptide Y receptor Y1; 220,000 compounds, 0.37% hits; AID 1304; activation, % at 3.6 µM; NPY-Y1 expressing cells, potentiator/agonist activation; P25929; in the data active = activation above about 33%, passing the limit was not always enough;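 note: cells stimulated with NPY at EC10 then isoproterenol at EC100; 0% = low agonist plus stimulus and 100% = saturating agonist plus stimulus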
p97 ATPase inh: blocks human p97 ATPase activity. recombinant p97 ATPase, Kinase-Glo ATP luminescence, 3 h. inhibition, % at 8 µM. 220,000 compounds, 0.42% hits; in the data active = inhibition above about 15%;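 note: 0% = DMSO vehicle and 100% = wells lacking enzyme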
EP2 modulator: modulates human prostaglandin E2 receptor EP2 signaling; P43116; EP2-expressing cells, cAMP HTRF FRET, PGE2 co-stimulation; 260,000 compounds, 0.83% hits; AID 940; induction, % at 25 µM;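 active = compounds whose cAMP rise, as percent of the full-agonist control response, exceeds 60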;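 note: rat C6 glioma line stably carrying human EP2 under a CMV promoter; the protocol text gives 20 µM as final concentration; 100% = response of wells given 1 µM PGE2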
EP2 antag: inhibitors of human EP2 prostaglandin E2 receptor | AID 1422 | P43116 | inhibition, % at 25 µM | 260,000 compounds, 0.52% hits | C6 glioma cells expressing human EP2, cAMP TR-FRET; cells stimulated with saturating PGE2;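 active = percent inhibition above 40 after rounding to a whole number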;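 note: rat C6 glioma host cells with rolipram phosphodiesterase inhibitor present; the protocol text gives 20 µM as final concentration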
eIF4E 4G PPI: eIF4E/eIF4G interaction inhibition in translation initiation | P63073+Q04637 | TR-FRET eIF4E-eIF4GI(517-606) binding, 2 h | inhibition, % at 21.7 µM | 220,000 compounds, 0.37% hits;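 active = inhibition above about 30%, limit read from the data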;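 note: 0% = full FRET control wells and 100% = background wells lacking eIF4GI fragment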
NPY-Y1 antag: blocks the human neuropeptide Y Y1 receptor; AID 1040; P25929; inhibition, % at 3.6 µM; 200,000 compounds, 1% hits; HEK293-CNG Y1 cells, membrane potential fluorescence; NPY at EC95, then isoproterenol;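 active = inhibition above the campaign mean inhibition of all tested compounds plus 3 SD, cut at about 20% in these data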;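 note: 0% = DMSO wells given NPY plus isoproterenol and 100% = isoproterenol alone without NPY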
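Material: Y1- and CNG-channel-expressing HEK293 cells / Probe or stimulus: NPY 25 nM then isoproterenol 1 µM plus Ro 20-1724 25 µM / Doses: 3.6 µM single dose, DMSO 0.4% / Schedule: compound incubation 1 h at room temperature, readout 45 min post-stimulation / Signal: membrane potential fluorescence / Benchmarks: isoproterenol-only wells as full block versus NPY-plus-isoproterenol wells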
* = called active by the depositor; / = not tested or not shown; & = joins results of further samples; [ ] = dose if it differs, or a comment. An excerpt; rates above refer to the full screens.

SMILES	S1P4 antagonist	NPY2 pot ag	S1P4 agonist	NPY-Y1 PAM-ag	p97 ATPase inh	EP2 modulator	EP2 antag	eIF4E 4G PPI	NPY-Y1 antag
COc1cccc(C(=O)C2CCCN(Cc3cccc4c3OCO4)C2)c1 (configuration not stated)	-9	-3	2.1	1	5	-13	3	3	7
O=c1[nH]c(=O)n(Cc2ccco2)c(O)c1C=NCc1ccc2c(c1)OCO2	-28	-5	-0.4	14	5	5	7	4	6
O=C(Nc1ccc2c(c1)OCO2)c1cn(Cc2ccc(F)cc2)nn1	-15	1	-1.1	-12	-3	-15&-38	6&15	-4	0
C=CCN(CC#CCOc1ccccc1OC)CC=C	-33	-2	-0.8	-8	-2	42	8	1	9
CC(=O)N1CCN(c2ccc([N+](=O)[O-])cc2C=C2C(=O)NC(=O)NC2=O)CC1	0	1	0.8	-20	-3	7	18	2	5
CCOc1ccc(C(=O)OC2CC3CCC(C2)N3C)cc1 (configuration not stated)	8	-15	1.3	-14	0	-24	3	0	1
COc1cccc(CN2CCCCC2c2cccnc2)c1 (configuration not stated)	12	13	2.3	15	4	8	9	13	0
O=P(Nc1ccccc1)(Oc1ccccc1)Oc1ccccc1	-2	19	-0.5	20	-10	10	6	3	/
CCOC(=O)c1c(-c2ccc(OC)cc2)oc2ccc(OC(=O)N(C)C)cc12	-4	3	1.0	3	-2	41	10	-2	7
O=C(O)c1nn(Cc2ccc(Cl)cc2Cl)c2ccccc12	-4	13	-0.1	-1	6	25&28	8&14	-1	7
Cc1cccc(NC(=S)N2CC3CC(C2)c2cccc(=O)n2C3)c1C (configuration not stated)	-10	2	3.0	5	7	-2	9	4[fluorescence artefact?]	2
Cc1ccc(NC(=O)c2cn(CCC#N)nc2-c2ccc3c(c2)OCCO3)c([N+](=O)[O-])c1	-2	0	2.0	4	0	9	4	6[fluorescence artefact?]	-1
COc1cccc(C2(O)CCSCC2CN(C)C)c1 (configuration not stated)	-8	-10	0.9	-12	-5	5	1	-4	3
N#CCCn1cc(C(=O)Nc2ccc([N+](=O)[O-])cc2)c(-c2ccccc2)n1	-18	-5	3.8	6	2	4	6	-2	/
COc1ccccc1CCNCc1ccc(OC)c(OC)c1OC	-20	-20	1.9	-2	4	24	12	6	1
c1ccc(Cn2ccnc2)cc1	-17	-1	3.3	12	1	18	17	-2	-6
CCCC(=O)Nc1ccc(N2CCN(CC)CC2)c(Cl)c1	-10	2	-0.6	16	1	25	11	-4	-3
CC1CN(CCc2ccccc2)CC(C)O1 (configuration not stated)	4	15	-0.1	23	3	27	4	-8[fluorescence artefact?]	4
Nc1c2c(nc3sc4c(c13)CCCC4)CCCCC2	-4	-22	1.4	-18	-1	-36	15	0	3
CCOP(=O)(OCC)c1cccc(OP(=O)(c2cccc([N+](=O)[O-])c2)c2cccc([N+](=O)[O-])c2)c1	-8	12	-0.7	20	2	18	6	0	/
NNc1n[nH]c(=S)n1N	-2	2	-0.6	1	0	-6	8	-1	/
CC1=C(C(=O)OC(C)C)[C@]2(C(=O)N(CC(N)=O)c3ccccc32)C(C#N)=C(N)O1	-16	4	-0.6	24	2	29	9	0	0
COc1ccc(NC(=O)c2cn(CCC#N)nc2-c2cccc([N+](=O)[O-])c2)cc1	0	3	-2.5	-1	-3	-5	6	-12	/
COc1ccc(/C=C2/C(=O)NC(=S)N(C3CC3)C2=O)cc1CN1C(=O)c2ccccc2C1=O	-2	8	0.3	1	4	2	3	15[fluorescence artefact?]	-3
CC1(C)C(c2ccccc2)=NC(c2cccnc2)=[N+]1[O-]	1	0	0.1	16	1	14	7	4	-3
CC(C)(C)n1cc(C(=O)c2ccc3ccccc3c2O)cn1	-23	0	1.6	18	-8	-49	6	4	3
CNS(=O)(=O)c1ccc(N=Cc2c(O)n(-c3ccc(C)cc3)c(=O)[nH]c2=O)cc1	0	11	-1.2	17	9	18	7	-5	/
O=C(C1CCN(S(=O)(=O)N2CCOCC2)CC1)N1CCC2(CC1)OCCO2	0	16	-0.5	-3	0	1	8	-1	3
Nc1nonc1OCCCCOc1nonc1N	-4	-3	1.2	1	1	19	5	1	-4
N[C@@H](Cc1cc(Br)c(O)c(Br)c1)C(=O)O	-6	11	1.5	10	7	10&4	15	0	0
CCOC(=O)C1=C(C)N(C)C2(C)CC1c1ccccc1O2 (configuration not stated)	-9	5	-0.1	18	-1	37	16	-2	-1
COc1ccc(C(=O)CC2(CC(=O)c3ccc(OC)cc3)C(=O)N(C)C(=O)N(C)C2=O)cc1	-2	-11	1.4	-46	1	15	16	0[fluorescence artefact?]	3
C=CCN1C(=O)NC(=O)/C(=C/C=C/c2ccccc2)C1=O	6	1	0.5	2	-1	-67	129*	2	0
C=C(C)c1cccc(C(C)(C)NC(=O)NC2CN3CCC2CC3)c1 (configuration not stated)	-16	1	0.8	-5	1	21	11	0	0
COc1cccc(N2C(=O)CC(=O)NC2=O)c1	-10	-16	-0.4	-8	-7	20	5	4	0
COc1ccc(/C=C2/C(=O)NC(=O)N(C3CCCCC3)C2=O)cc1CSc1ccccn1	2	-22	-0.9	-2	-2	-14	14	-1	2
CCOc1ccccc1-n1c(O)c(C=Nc2ccc(N(CC)CC)cc2)c(=O)[nH]c1=O	-33	3	0.7	4	-1	25	12	-3[fluorescence artefact?]	-1
CC(=O)N1CN2CN(C1)CN(C(C)=O)C2	-3	4	0.3	-10	3	9	9	-1[fluorescence artefact?]	4
Cc1nc2cc(-c3ccccc3)nn2c(C)c1CCC(=O)N1CCC2(CC1)OCCO2	-24	14	1.7	10	0	-31	7	/	5
Cc1ccc2c(c1)CC1(CN2C)C(=O)NC(=O)N(C(C)C)C1=O (configuration not stated)	-18	-4	2.0	-3	1	22	10	0	0
CN1CCN(C(=O)COc2ccc3ccccc3c2Br)CC1	-12	-10	0.3	-4	-1	23	14	1	5
CC1(C)C2SCC(=O)N2CCN1CC(=O)NN (configuration not stated)	-7	-25	-0.6	-2	-6	-31	3	4	/
CCOP(=O)(OCC)C1(C(=O)O)CCCC1	4	-1	-0.8	12	6	26	11	-1	/
COc1ccc(CCN(C)Cc2ccncc2)cc1OC	4	15	-0.1	14	2	-1	2	1	6
C=CCn1c(O)c(C(C)=NCCN2CCCCC2)c(=O)[nH]c1=O	-3	6	-0.6	26	2	13	7	-4[fluorescence artefact?]	0
COc1ccc(O)c(CN2CCCC(C(=O)c3ccccc3SC)C2)c1 (configuration not stated)	-1	5	2.0	-4	6	1	8	-1	12
Cc1ccccc1-n1c(O)c(C=NCCN2CCOCC2)c(=O)[nH]c1=O	-8	-11	0.5	-17	-4	18	14	-3[fluorescence artefact?]	-1
CCCCOC(=O)C1=C(N)OC2=C(C(=O)CC(C)(C)C2)[C@]12C(=O)N(C)c1ccccc12	-7	15	0.3	23	1	-17	7	-8	1
CCn1c(C)cc(/C=C2\C(=O)NC(=O)N(c3ccccc3C)C2=O)c1C	10	-9	0.9	8	2	-17	6	0	4
CN1C(=O)C(Cc2ccsc2)C(=O)N(C)C1=O	-3	7	0.4	31	7	5	18	-6	3
Cc1nc2c(-c3ccccc3)c(C)nn2c(C)c1CCC(=O)N1CCC2(CC1)OCCO2	-23	-8	1.1	-23	-3	2	8	2	2
Cc1ccc(OCC(=O)N2CCN(Cc3ccc([N+](=O)[O-])cc3)CC2)cc1	-1	-6	1.1	-9	-1	-15	8	-7	/
Cc1ccc2occ(CN3CC4CC(C3)c3cccc(=O)n3C4)c(=O)c2c1 (configuration not stated)	-15	-9	0.1	-9	1	6	9	-2	1
COc1cccc(OC)c1C(=O)Nc1nc(N)n(-c2ccccc2)n1	-24	9	0.0	14	2	10	7	0	0
CN(C)CC1CCCCC1=O (configuration not stated)	-2	0	0.3	11	6	1	8	1	/
CN[C@@H]1C[C@@H](c2ccc(Cl)c(Cl)c2)c2ccccc21	17	-9	1.1	-9	0	0	17&10	99*	5
Fc1cccc(CCNCc2ccccn2)c1	-16	13	-0.5	16	0	16	6	6[fluorescence artefact?]	4
COc1ccccc1N1CCN(Cc2ccc(Br)s2)CC1	0	8	-1.2	-10	1	25	8	-1	-2
Cc1oc(-c2ccccc2)nc1CN1C(=O)CN=C(c2ccccc2)c2ccccc21	-6	3	-0.9	0	-8	47	8	3	5
COc1ccc(OC)c(CN2CCN(C(=O)COc3cccc(C)c3)CC2)c1	-27	-3	0.0	1	-3	12&23	6&14	-1	0

(list continues)
SMILES	S1P4 antagonist	NPY2 pot ag	S1P4 agonist	NPY-Y1 PAM-ag	p97 ATPase inh	EP2 modulator	EP2 antag	eIF4E 4G PPI	NPY-Y1 antag
O=C(CCCC1=NS(=O)(=O)c2ccccc2N1)N1CCC2(CC1)OCCO2	-6	1	1.4	1	5	28	10	-8	-6
O=C1NC(=O)N(c2ccccc2)C(=O)/C1=C/c1coc2ccc(O)cc2c1=O	-12	-1	-1.5	10	7	32	2	3	/
O=C1C2CCCN2C(c2cccnc2)N1c1ccc(Cl)cc1 (configuration not stated)	3	11	2.7	-9	2	-2	3	-5	2
CC(C)=CCC12CN3CCN(CC(C3)C1=O)C2	-28	-7	-0.1	-8	-4	11	7	-7	-1
C=C1N2CCC(CC2)C1(O)c1ccc(C)c(C)c1 (configuration not stated)	-6	4	-4.6	-4	-3	16&0	5&4	-6	-4
Cc1ccc(N2C(=O)NC(=O)/C(=C\c3ccoc3)C2=O)cc1	1	-5	1.7	5	6	-50	7	0	5
CN1CC[C@]2(c3cccc(O)c3)Cc3nc4ccccc4cc3C[C@H]2C1	6	76	-0.8	67	8	/	2	1	-9
CCN(CC)CCCN=Cc1c(O)n(Cc2ccc(F)cc2)c(=O)[nH]c1=O	1	0	2.4	-8	-4	16	11	2	2
C=CCOc1ccc(CC2C(=O)N(C)C(=O)N(C)C2=O)cc1	-38	-1	-0.5	-11	5	6	3	-7	-2
O=C(N/N=C/c1c(O)n(Cc2ccc(F)cc2)c(=S)[nH]c1=O)c1ccncc1	6	-8	0.0	-2	6	18	8	-1	/
O=C(NC(=O)N1CCC2(CC1)OCCO2)c1ccc(Cl)cc1	3	3	0.6	15	-1	-12	5	0	0
CCCN1C2CCCC1CC(NC(C)=O)C2 (configuration not stated)	-17	4	0.3	3	1	-8	4	6[fluorescence artefact?]	-4
Fc1ccc(CNCCc2ccccc2)cc1	-25	-4	-0.5	-6	-2	2	5	7	3
O=Cc1cn(Cc2c(F)cccc2Cl)c2ccccc12	-19	-5	1.4	0	3	34	10	3	1
C[n+]1ccc(-c2ccncc2)cc1	6	-3	12*	-1	4	-2	13	-6[fluorescence artefact?]	-4
COc1ccc(C2=NCC(=S)Nc3ccc(Cl)cc32)cc1Cl	-6	-12	1.4	-6	-2	11	9	-1	0
COC(=O)C1=C(N)Oc2cc(C)oc(=O)c2C12C(=O)Nc1ccccc12 (configuration not stated)	-23	-1	0.9	21	7	7	7	0	1
C(CCc1nn[nH]n1)CCc1nn[nH]n1	-14	10	0.2	-15	5	-1	7	3[fluorescence artefact?]	0
COc1ccccc1-n1c(O)c(/C=N/NC(=S)Nc2ccccc2)c(=O)[nH]c1=S	-3	-13	-1.3	4	2	2	3	-1	/
